HT1080-NT tox: kills 2HG-producing HT-1080-NT fibrosarcoma cells. HT-1080-NT fibrosarcoma viability, CellTiter-Glo ATP luminescence, 48 h. AID 686970. Potency, µM (titrated, usually from 46.1 µM), inactives show top-dose activity, negative = less viability, hits mostly cytotoxic. hit rate 1.6% among 360,000;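 further: NT is the 2HG producing partner of a matched IDH1 knockdown line; 0% = DMSO-treated cells and -100% = media-only wells without cells; nearly all actives have a fitted effect of over 55% in size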
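A 48-hour cytotoxicity screen used HT-1080-NT cells plated 2 hours before compound delivery. ATP-based CellTiter-Glo luminescence measured viability, normalized to DMSO and no-cell controls.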
GLP-1R agonist: GLP-1 receptor (human) agonism; HEK293 GLP-1R CRE-luciferase, luminescence, 4-6 h; cells express a hypersensitive GLP-1R form; Potency, µM (titrated, usually from 45.6 µM), without a hit: at the top dose activation, actives largely listed as activators; hit rate 0.007% among 380,000; P43220; further: % of control where 0% means no effect
Target sequence (P43220 whole entry, looked up): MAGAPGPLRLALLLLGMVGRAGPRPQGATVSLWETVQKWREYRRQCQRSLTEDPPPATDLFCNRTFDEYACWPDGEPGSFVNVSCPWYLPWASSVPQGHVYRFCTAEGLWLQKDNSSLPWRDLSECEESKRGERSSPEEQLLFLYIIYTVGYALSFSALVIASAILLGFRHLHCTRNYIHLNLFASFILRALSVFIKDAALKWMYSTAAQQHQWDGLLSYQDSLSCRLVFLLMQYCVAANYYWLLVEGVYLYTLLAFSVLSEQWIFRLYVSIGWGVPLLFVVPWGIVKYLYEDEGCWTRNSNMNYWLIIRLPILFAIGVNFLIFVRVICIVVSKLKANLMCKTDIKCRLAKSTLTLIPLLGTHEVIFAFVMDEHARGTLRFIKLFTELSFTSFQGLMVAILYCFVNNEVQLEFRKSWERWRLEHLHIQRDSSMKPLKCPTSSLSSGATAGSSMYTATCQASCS
GLP1R inv ag: acts as inverse agonist at human GLP-1 receptor; P43220; HEK293 GLP-1R CRE-luciferase, luminescence, 24 h; GLP-1R form is constitutively active; Potency, µM (highest dose often 38.3 µM), without a hit: at the highest dose activity change, negative = inhibition, hits mostly inhibitors; hit rate 1.6% among 410,000; AID 624417; further: on the % scale 0 is the no-effect control and ±100 the full control effect; nearly all actives have a fitted effect of over 55% in size
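Assay principle: reduced luminescence from a cAMP-responsive reporter in HEK293 cells co-expressing a constitutively active GLP-1R. Conditions: 24 hr compound incubation, 37 deg C, 5% CO2.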
KB-3-1 tox: KB-3-1 parental cell cytotoxicity | KB-3-1 viability, CellTiter-Glo ATP luminescence, 72 h | hit rate 1.4% among 400,000 | Potency, µM (highest dose often 46.1 µM), without a hit: at the top dose activity change, negative = cytotoxic, hits mostly cytotoxic | AID 1347075; further: on the % scale 0 is the no-effect control and ±100 the full control effect; nearly all actives have a fitted effect of over 60% in size
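Cytotoxicity in the drug-sensitive parental line KB-3-1 was scored as loss of CellTiter-Glo luminescence following 72 h incubation with compound. Values come from curve fitting of normalized concentration-response data.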
HT1080 IDH1KD tx: HT-1080 IDH1 knockdown cell toxicity (counter line) | HT-1080 IDH1 knockdown viability, ATP luminescence, 48 h | Potency, µM (doses to about 46.1 µM), without a hit: top-dose activity, negative = toxicity, most hits filed as cytotoxic | hit rate 2% among 360,000;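 further: 0% = DMSO wells and -100% = cell-free medium wells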
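Using the IDH1-knockdown HT-1080 line run in the same batch and compound series as the NT line, viability after 48 h at 37 °C was determined by CellTiter-Glo luminescence and expressed as % activity.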
KB-V1 MDR tox: KB-V1 MDR subline cytotoxicity | AID 1347076 | hit rate 3.4% among 400,000 | Potency, µM (series often up to 46.1 µM), for inactives: at the top dose activity change, negative = cytotoxicity, hits mostly cytotoxic | KB-V1 MDR cells viability, CellTiter-Glo, 72 h; further: on the % scale 0 is the no-effect control and ±100 the full control effect; nearly all actives have a fitted effect of over 60% in size
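KB-V1 MDR subline cells in DMEM (phenol-red free, 10% FBS) exposed to compounds in qHTS concentration series for 72 h at 37 degrees C. Viability read by CellTiter-Glo luminescence; concentration-effect curves fitted after normalization and correction.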
TDP43 rescue: rescues yeast growth from TDP-43 toxicity; hit rate 1.8% among 410,000; AID 652104; Potency, µM (top dose mostly 46.1 µM), inactives show at the highest dose growth rescue (activation), usual class: activators; TDP-43 expressing yeast growth rescue, BacTiter-Glo, 24 h; further: % of control where 0% means no effect; nearly all actives have a fitted effect of over 50% in size
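Luminescence from BacTiter-Glo reports growth of TDP-43-expressing yeast after 24 hr at 30 deg C with compound. Cells were raffinose-pregrown to mid-log, then seeded in galactose medium at OD600=0.02.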
GLP1R cytotox: cytotoxicity in counter-screen for GLP-1R inverse agonists | HEK293 cAMP-luciferase reporter cells, luminescence, 24 h | Potency, µM (titrated, usually from 38.3 µM), inactives show top-dose activity change, negative = inhibition, hits mostly inhibitors | hit rate 0.13% among 410,000 | AID 624418;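 further: loss of luciferase light is scored as toxicity; on the % scale 0 is the no-effect control and ±100 the full control effect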
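A 23 nL compound transfer followed 12 hours of cell culture at 37 deg C; exposure then lasted 24 hr. Luciferase assay detection reagent was dispensed and plates read for luminescence after a 12 min room-temperature wait.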
SW480 rerep: induces DNA re-replication in SW480 colon adenocarcinoma cells. SW480 DNA re-replication, Hoechst DNA content imaging, 48 h. Potency, µM (highest dose often 46.1 µM), without a hit: at the highest dose re-replication activation, usual class: activators. hit rate 1.8% among 340,000. AID 624297; further: % of control where 0% means no effect; nearly all actives have a fitted effect of over 55% in size
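Hoechst fluorescence of nuclei (405 nm excitation, 500-530 nm emission) measured by plate-scanning imager after 48 hr compound exposure at 37 C; re-replication scored as increased number of nuclei with elevated intensity.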
Active calls of the source: *; ? = inconclusive; nt = no result given; & = joins results of further samples; [ ] = another dose, or the depositor's remark. The call rests on the fitted dose curve; in most records, active means well fitted curve in the direction sought with a large enough effect; inconclusive means small, poorly fitted or top-dose-only effect, or another doubt; inactive means no such curve, though single readings can be large; an effect the other way counts as inactive or inconclusive. Potency means the concentration at half of the fitted maximal effect.

SMILES	HT1080-NT tox	GLP-1R agonist	GLP1R inv ag	KB-3-1 tox	HT1080 IDH1KD tx	KB-V1 MDR tox	TDP43 rescue	GLP1R cytotox	SW480 rerep
O=C1CCCC(=O)C1C(c1ccc(Cl)cc1)C1C(=O)CCCC1=O	0%	1%	9%	-2%	10%	?	?	-6%	-6%
c1ccc(-c2nc(NCCCn3ccnc3)c3ccccc3n2)cc1	-6%	21%	-18%	-10%	-11%	?	-28%[1.82 µM]	-13%	2%
CC(=O)N1CCc2cc(S(=O)(=O)NCCCN3CCC(C)CC3)ccc21	0%	0%	4%	-3%	5%	-4%	14%	-12%	-11%
Cc1nc2scc(C)n2c(=O)c1S(=O)(=O)N1CCN(c2ccccc2)CC1	15%	12%	0%	-4%	10%	-29%	-21%	-3%	-14%
C[C@@H]1CN([C@H](C)CO)C(=O)CCCn2cc(nn2)CO[C@H]1CN(C)S(=O)(=O)c1ccc(-n2cccn2)cc1	-7%	-5%	14%	-16%	-6%	18%	-13%	0%	nt
COCCn1c(C)cc(/C=C(\C#N)C(=O)OC(C)C(=O)Nc2ccc(NC(C)=O)cc2)c1C (stereo not drawn)	0%	9%	5%	-11%	1%	13%	-14%	-10%	18µM*
COc1cc(SC)ccc1C(=O)N1CCN(c2ccccc2F)CC1	-7%	12%	-15%	19%	-1%	?	11µM*	-3%	-3%
CCOC(=O)c1ccc(NC(=O)CSc2nc(N3CCOCC3)nc(N3CCOCC3)n2)cc1	-3%	4%	45%[activator]	16%	6%	-1%	16%	-2%	9%
O=C1CCCC2=C1C(c1ccc(O)c(O)c1)c1c(ccc3ncccc13)N2 (stereo not drawn)	-19%	10%	-13%	9%	9%	2%	13%	-31%	2%
Cc1ccc(C)c(NC(=S)NNC(=S)Nc2ccc(C(C)C)cc2)c1	?	16%	3.5µM*	?	23µM*	-26%	4%[9.22 µM]	?	?
COc1ccc(NC(=O)Cc2nnc(SCC(=O)Nc3ccccc3)n2C)cc1	6%	6%	-8%	8%	10%	16%	23%	7%	-16%
Cc1ccc(-n2cccn2)c(CN2CCCC(C(=O)c3sccc3C)C2)c1 (stereo not drawn)	?	4%	?	?	?	?	-2%	11µM*	?
CCc1ccccc1NC(=O)c1ccc(-n2c(C)ccc2C)cc1	?	-9%	24%	?	?	0%	16%	-29%	?
COc1ccccc1Oc1cc(C#N)c(C#N)cc1-n1nnc2ccccc21	?	-5%	0%	7%	?	-5%	-24%	3%	5%
COc1ccc(NC(=S)Nc2ccc(S(N)(=O)=O)cc2)c(OC)c1	3%	8%	9%	1%	3%	-2%	0%	0%	2%
CC(C)NC(=O)C1(C)CCN1C(=O)C/C=C/c1ccccc1 (stereo not drawn)	16%	0%	25%	4%	18%	-15%	26%	6%	nt
COc1ccccc1-c1noc(-c2ccccc2C(=O)NCc2ccco2)n1	-11%	-2%	5%	2%	-6%	-19%	nt	-12%	-19%
O=C(CCCN1CCC(C(=O)c2ccc(F)cc2)CC1)c1ccc(F)cc1	11%	10%&-1%	-10%	-7%	4%	-1%	10%	11%	-25%&2%
C=CCn1c(SCC(=O)c2ccc(O)c(O)c2)nnc1-c1ccc(C)cc1	-9%	-5%	?	-1%	-9%	5%	-2%	-11%	-85%[inhibitor][9.22 µM]
CCn1c(S(=O)(=O)O)nc2ccccc21	12%	4%	?	-5%	17%	5%	-1%	-11%	0%
Cc1nc(NC(=O)c2ccc(-c3cc4ccccc4oc3=O)cc2)ccc1Br	-2%	-6%	25%	7%	0%	0%	-3%	12%	1%
COc1cc2oc(=O)cc(CN3CCOCC3)c2cc1Cl	19%	-4%	9%	0%	18%	18%	?	-5%	nt
CCc1nnc(NC(=O)CSc2nc3c(cc2C#N)CCC3)s1	11%	4%	9%	2%	15%	10%	7%	41%[activator]	?
Cc1cc2cc(CN(Cc3cccs3)S(=O)(=O)c3ccc4c(c3)OCCO4)c(=O)[nH]c2cc1C	9%	-1%	18%	4%	10%	-40%	5%	-7%	-5%
CC1CCCCC12NC(=O)N(CC(=O)Nc1ccc3c(c1)OCCCO3)C2=O (stereo not drawn)	8%	9%	-18%	13%	0%	-2%	17%	-6%	-6%
O=C(Cn1cncn1)N/N=C/c1c2ccccc2cc2ccccc12	-10%	-11%	30%[activator]	-2%	-17%	-1%	9%	3%	?
CC(C)(C)OC(=O)N1CCC(C(=O)Nc2ccc(C(=O)N3CCCCC3)cc2)CC1	10%	7%	-1%	-9%	1%	-4%	14%	0%	-29%[9.22 µM]
COc1ccccc1-c1cn[nH]c1-c1ccc(OCC(=O)NN)cc1O	0%	7%	-12%	0%	9%	15%	7%	-2%	0%
Cn1c(=O)c2[nH]c(N=Nc3ccc(N)cc3N)nc2n(C)c1=O	2%	-3%	1%	-15%	2%	20%	-6%	-19%	-31%[inhibitor]
COc1ccc(C(=O)OCC(=O)NC2CCCCCCC2)cc1OC	1%	-1%	21%	5%	1%	-7%	14%	4%	-2%
CC(SC1=NCCS1)C(=O)Nc1nnc(-c2ccc(Cl)cc2)s1 (stereo not drawn)	11%	14%	1%	2%	9%	-5%	6%	0%	-7%
N#C/C(=C\c1ccccc1[N+](=O)[O-])C(=O)NC1CCCCC1	?	4%	?	?	18µM*	-9%	-27%[1.82 µM]	11%	?
COc1ccc(CCN2C(=O)CC(N3CCN(S(=O)(=O)c4ccccc4)CC3)C2=O)cc1OC (stereo not drawn)	-3%	-3%	11%	0%	2%	?	-17%	2%	-6%
Cc1nnsc1-c1c(C(=O)N2CCOCC2)c(C)nn1-c1ccccc1	2%	-2%	10%	?	7%	8%	4%	-11%	-12%
O=S1(=O)CCN(C2CCCCCCCCCCC2)CC1	12%	-2%	12%	-9%	6%	?	-11%	-17%	nt
O=C(O)CC1(CC(=O)Nc2ccc3ccccc3n2)CCCCC1	0%	-1%	3%	7%	7%	15%	-9%	6%	-59%[inhibitor]
O=[N+]([O-])c1cccnc1NCCNc1ncc(C(F)(F)F)cc1Cl	-13%	?	?	?	-16%	-16%	?	-20%	1%
COCCCN(C(=O)c1ccccc1F)c1nc(-c2ccc(OC)cc2)cs1	-9%	17%	?	1%	-12%	?	17%	15%	3%
CC1CCN(C(=O)c2nc[nH]c2C(=O)O[C@H](C)c2ccccc2)CC1	4%	-5%	-6%	0%	5%	4%	2%	1%	1%
Cc1ccc(NC(=O)CCCc2ccccc2)c([N+](=O)[O-])c1	6%	20%	-19%	-15%	1%	-15%	?	1%	2%
O=C1CSC(=Nc2ccc(O)cc2)N1c1ccc(O)cc1	8%	-3%	-3%	3%	9%	?	18%	1%	-8%
CCOC(=O)C1(Cc2cccc(OC)c2)CCCN(C(=O)CCc2cccnc2)C1 (stereo not drawn)	0%	-5%	7%	5%	-1%	?	10%	0%	3%
Cc1ccc2c(c1)cc(CN(Cc1ccco1)C(=O)N1CCOCC1)c1nnnn12	0%	-1%	7%	8%	-11%	-6%	4%	-4%	-15%
COc1cccc(C(=O)NCCNc2nc3cc(C)cc(C)c3cc2C#N)c1	0%	nt	2%	-5%	0%	?	10%	1%	nt
COc1cc2c(cc1OC)C(C(=O)Nc1cccc(C)n1)C(c1cccnc1)N(C)C2=O (stereo not drawn)	1%	8%	34%[activator]	1%	2%	-1%	12%	-10%	-3%
Nn1c(SCc2cc([N+](=O)[O-])cc3c2OCOC3)nnc1-c1ccccn1	0%	7%	4%	-1%	0%	-21%	-3%	3%	-6%
O=C1CC2(CCN(C(=O)c3ccccc3F)CC2)Oc2ccccc21	-3%	1%	-22%	-14%	-7%	0%	21%	-17%	-119%[inhibitor]
Cc1ccccc1Nc1c(-c2ccccn2)nc2c(C)cccn12	-19%	15%	?	-14%	-6%	?	-9%	-86%	-1%
CCOc1ccc(/C(O)=C2/C(=O)C(=O)N(c3cc(C)on3)C2c2ccc(C(=O)OC)cc2)cc1 (stereo not drawn)	-21%	-13%	-8%	0%	-17%	-4%	-3%	21%	2%
CN(c1ccc(OCC(=O)N2CCC(C(N)=O)CC2)cc1)S(=O)(=O)c1cccs1	8%	-10%	-3%	13%	1%	6%	8%	11%	-1%
COc1cc(/C=N/NC(=O)c2cc(C)oc2C)cc(OC)c1OC	21%	-6%	26%	-1%	14%	-7%	-3%	-2%	-23%
O=C(COc1ccccc1Br)N1CCN(C(=O)c2ccco2)CC1	15%	0%	?	-11%	9%	?	12%	-25%	-8%
CC(=O)c1sc(NC(=O)C2=NN(c3ccccc3)C(=O)CC2)nc1C	-1%	9%	3%	-3%	4%	0%	-7%	7%	4%
COc1ccc(CS(=O)(=O)CC(C)(O)c2ccccc2)cc1 (stereo not drawn)	-2%	-3%	-10%	10%	1%	-8%	4%	4%	0%
CCOc1ccc(S(=O)(=O)N(CC)CC(=O)NCc2ccco2)cc1C	-7%	15%	3%	-13%	-1%	?	1%	-1%	-1%
COc1cc(SC)ccc1C(=O)Nc1cccc(C)n1	-7%	?	-16%	-23%	-7%	0%	2%	-1%	-1%
Cc1ccc(CN2CCN(C3CSCCSC3)CC2CCO)cc1 (stereo not drawn)	5%	2%	-2%	4%	-1%	0%	1%	-14%	2%

Profiles from above. Values in the order: HT1080-NT tox | GLP-1R agonist | GLP1R inv ag | KB-3-1 tox | HT1080 IDH1KD tx | KB-V1 MDR tox | TDP43 rescue | GLP1R cytotox | SW480 rerep
O=C1CC2(CCN(C(=O)c3ccccc3F)CC2)Oc2ccccc21 is listed with -3% | 1% | -22% | -14% | -7% | 0% | 21% | -17% | -119%[inhibitor]
O=[N+]([O-])c1cccnc1NCCNc1ncc(C(F)(F)F)cc1Cl is listed with -13% | ? | ? | ? | -16% | -16% | ? | -20% | 1%
O=S1(=O)CCN(C2CCCCCCCCCCC2)CC1 is listed with 12% | -2% | 12% | -9% | 6% | ? | -11% | -17% | nt

Compound activity as filed in PubChem BioAssay.

Rows are unselected, and some 9.4% of all compounds hit somewhere here.
